High-throughput results: PubChem BioAssay, several laboratories
LMPTP inh: blocks human LMPTP phosphatase; P24666; recombinant LMPTP-A, OMFP fluorogenic substrate, fluorescence intensity; inhibition, % at 20 µM; 0.22% of 360,000 active;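 active means compounds that cut the enzyme signal by at least half of the control window in the single-dose screen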;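 further: plate controls were DMSO wells with enzyme plus substrate for no effect and substrate without enzyme for full effect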
Target sequence (P24666 whole entry, looked up): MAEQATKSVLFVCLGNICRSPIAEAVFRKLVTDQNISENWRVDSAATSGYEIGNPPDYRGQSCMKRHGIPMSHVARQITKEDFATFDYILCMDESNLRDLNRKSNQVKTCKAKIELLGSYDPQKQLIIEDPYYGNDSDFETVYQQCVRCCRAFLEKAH
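Test system: LMPTP-A, protein tyrosine phosphatase of low molecular weight; Input: 0.625 nM enzyme; Incubation: 50 min dark incubation at room temperature; Signal: endpoint fluorescence intensity from OMFP dephosphorylation; Read-out basis: % inhibition versus control wells.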
Neddyl block: cullin neddylation inhibition; TR-FRET cullin neddylation, biochemical; calls only at 25 µM; P61081+Q13564; 0.58% of 360,000 active; in the data active means inhibition above about 36%
Scp1 inh: blocks human Scp-1 phosphatase activity | Q9GZU7 | Recombinant Scp1, phosphopeptide, malachite green phosphate absorbance | inhibition, % at 20 µM | 0.88% of 340,000 active | AID 493091;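 active means inhibition above about 50% at 20 µM, limit read from the data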;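 further: plate controls were DMSO wells with enzyme for no effect and wells lacking enzyme for full effect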
Target sequence (Q9GZU7 76-261 limits assumed): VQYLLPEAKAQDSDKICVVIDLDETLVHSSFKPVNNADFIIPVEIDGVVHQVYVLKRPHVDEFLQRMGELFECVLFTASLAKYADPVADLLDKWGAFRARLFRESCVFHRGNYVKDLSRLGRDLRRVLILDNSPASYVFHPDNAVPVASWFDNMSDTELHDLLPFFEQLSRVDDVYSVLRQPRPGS
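System: truncated SCP-1 phosphatase (76-261aa); medium: Tris acetate buffer pH 5.5 with MgCl2 and Tween-20; incubation: 45 min room-temperature reaction, 5 min colour, 30 min stabiliser; compound: single 20 µM dose, 1% DMSO; reagent: Phosphorylated 17-residue peptide substrate; read-out: % inhibition at 20 µM; technique: colorimetric free-phosphate detection, absorbance 630 nm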
SUMO1-SIM PPI: modulators of human SUMO1-mediated protein-protein interactions; inhibition, % at 20 µM; P63165; SUMO1 binding to a labelled peptide, TR-FRET, 1 h; 0.33% of 360,000 active; in the data active means inhibition above about 37%
CSN inh: blocks human CSN-mediated cullin deneddylation. Q92905. Purified CSN, SCF-Nedd8-OG deneddylation, fluorescence polarization. inhibition, % at 12.5 µM. 0.38% of 360,000 active. AID 651999;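 active means pattern-corrected inhibition above about 35%, with an unprinted fluorescence ratio check between 0.5 and 1.5, limit read from the data, passing the limit was not always enough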;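 further: 0% = enzyme with substrate and 100% = substrate without enzyme; some results filed as inactive read as strong as hits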
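Assay system: purified human Csn5 enzyme expressed in HEK293T cells; measure: % inhibition; also added: SCFSkp2-Nedd8OG substrate at 10 nM final; technique: fluorescence polarization; times: reaction 90 min, room temperature; medium: Tris buffer pH 7.5, NaCl, DTT, Tween-20, trehalose, ovalbumin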
STEP block: inhibitors of human striatal-enriched phosphatase STEP. recombinant STEP, OMFP fluorogenic substrate, fluorescence. AID 588621. 0.25% of 360,000 active. inhibition, % at 20 µM. P54829;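 active means inhibition at 20 µM, scaled per plate between control wells, above about 37%, limit read from the data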;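 further: 0% = DMSO with enzyme and substrate and 100% = substrate only without enzyme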
Target sequence (P54829 whole entry, looked up): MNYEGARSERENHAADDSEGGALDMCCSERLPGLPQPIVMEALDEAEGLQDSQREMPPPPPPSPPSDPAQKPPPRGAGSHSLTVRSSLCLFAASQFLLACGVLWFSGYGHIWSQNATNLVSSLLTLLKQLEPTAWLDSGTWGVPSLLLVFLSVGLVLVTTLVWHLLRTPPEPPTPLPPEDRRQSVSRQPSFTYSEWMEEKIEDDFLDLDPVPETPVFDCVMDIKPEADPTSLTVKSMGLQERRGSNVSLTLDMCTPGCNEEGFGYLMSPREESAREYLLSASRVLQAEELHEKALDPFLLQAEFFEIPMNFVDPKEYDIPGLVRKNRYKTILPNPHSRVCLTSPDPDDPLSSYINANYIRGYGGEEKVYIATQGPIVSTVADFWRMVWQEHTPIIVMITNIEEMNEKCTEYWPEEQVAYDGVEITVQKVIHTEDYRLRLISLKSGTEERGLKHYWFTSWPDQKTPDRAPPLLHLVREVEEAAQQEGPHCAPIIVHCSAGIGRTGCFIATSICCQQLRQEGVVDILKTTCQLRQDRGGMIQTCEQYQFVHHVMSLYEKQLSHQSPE
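Assay system: isolated STEP enzyme. Buffer or medium: pH 6.0 Bis-Tris with DTT and Tween 20. Also added: fluorogenic phosphatase substrate OMFP at 25 µM final. Dosing: 20 µM, 1% DMSO. Timing: 20 min reaction, room temperature, in the dark. Measured by: fluorescence intensity, excitation 480 nm, emission 540 nm. Evaluation: normalized % inhibition.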
Rpn11 block: blocks the human proteasome subunit Rpn11 | AID 588493 | calls only at 20 µM | 0.59% of 360,000 active | human 26S proteasome, Ub4-pepOG fluorescence polarization; 20S core pre-blocked with epoxomicin;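 active means inhibition at 20 µM, scaled to each plate's controls, above about 33%, limit read from the data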
DNMT1 inh: blocks human DNA methyltransferase DNMT1; P26358; DNMT1 molecular beacon, Hinp1I cleavage, fluorescence; inhibition (reported as % activation of signal), % at 10 µM; 0.83% of 360,000 active; AID 588458; in the data active means inhibition above about 50%
Rin1 Abl inh: blocks binding of human Rin1 to Abl. P00519+Q13671. TR-FRET Rin1/Abl binding, biochemical. inhibition, % at 7.35 µM. 0.4% of 360,000 active. AID 588664; in the data active means inhibition above about 5%, passing the limit was not always enough
NadD inh: blocks S. aureus nicotinate mononucleotide adenylyltransferase | inhibition, % at 20 µM | purified NadD enzyme, colorimetric absorbance read-out | 0.78% of 360,000 active; in the data active means inhibition above about 26%; further: some compounds past the cut are filed as inactive
An asterisk follows results filed as active; i = inactive; . = not tested or not shown; + = active, no number. Not a hit list; 3.8% or so of the library scored in one or more.

SMILES	LMPTP inh	Neddyl block	Scp1 inh	SUMO1-SIM PPI	CSN inh	STEP block	Rpn11 block	DNMT1 inh	Rin1 Abl inh	NadD inh
O=C(CN1CCN(C(=O)c2ccco2)CC1)NCc1ccc(Cl)cc1	0.1	i	-0.1	-3.8	2.9	1.1	i	-2.7	0.2	-2.9
CS(=O)(=O)c1ccc(NC(=O)c2ccc3c(c2)S(=O)(=O)N=C2CCCCCN23)cc1	0.0	i	-0.1	-11.5	-1.2	-1.2	i	2.9	-4.4	0.5
CC(=O)C1=C(C)NC2(O)c3ccccc3C(=O)C12O (stereo not given)	1.1	i	-1.2	-8.7	-5.7	-0.5	i	-10.1	-1.0	8.7
CC(C)c1c(O)nc(SCc2ccc(F)cc2)[nH]c1=O	-1.8	i	-1.8	2.3	-0.1	-0.5	i	3.7	3.5	0.1
CCOC(=O)C1=C(c2ccccc2)Nc2ncnn2C1c1cccc(O)c1 (stereo not given)	-2.3	i	-4.1	2.6	-4.4	-4.1	i	0.8	0.0	-5.9
Cc1ccc(NC(=O)COC(=O)CNC(=O)c2ccc(Br)cc2)c(C)c1	0.0	i	-1.1	4.0	-0.3	-2.5	i	-0.8	-0.6	0.6
COc1ccccc1Cc1c(-c2ccc(Cl)cc2)nc2ccc(Br)cn12	3.7	i	.	-7.5	14.8	-1.1	+	35.6	-19.6	12.8
COc1ccc(N(CC(=O)Nc2ccccc2OC)S(=O)(=O)c2ccc(NC(C)=O)cc2)cc1	0.7	i	-11.7	8.5	-3.5	-1.8	i	-4.3	0.2	-5.5
COCCn1c(C)cc(C(=O)COc2ncnc3ccc(Br)cc23)c1C	-1.5	i	0.6	-7.1	-4.2	-1.0	i	3.9	1.9	-4.2
CN(CC(=O)NC(=O)NC1CCCCC1)c1ccccc1	-1.1	i	-2.2	5.1	-0.7	-2.9	i	4.1	1.4	-3.1
COC(=O)C1CCN(Cc2c(C(=O)N3C[C@@H](C)O[C@@H](C)C3)nc3ccc(Cl)cn23)CC1	-0.8	i	3.4	1.6	1.6	-2.2	i	2.4	-5.7	-2.7
O=C(C1=C[C@H](c2ccccc2)C[C@H](OCc2ccc(CO)cc2)O1)N1CCOCC1	-1.0	i	-9.8	1.9	-0.9	3.2	i	-1.6	-1.4	-5.9
COc1ccc(CCNC(=O)c2cccs2)cc1OC	0.2	i	-4.6	-3.5	5.4	-5.9	i	0.1	2.2	-4.1
O=C(COC(=O)c1ccncc1)c1ccccc1	-0.5	i	-10.6	2.7	-4.8	-1.5	i	-0.5	-4.0	-6.7
CCOC(=O)N1CCN(C(=O)C2CCN(S(=O)(=O)c3ccc(C)cc3)CC2)CC1	-0.6	i	-11.2	-1.0	1.8	-0.2	i	2.9	3.8	-5.0
CCC(C)[C@H]1CNC(=O)C(=O)N1CCCCC1CCCCC1 (stereo not given in full)	-1.4	i	.	6.5	-0.5	.	.	.	.	-1.2
CN(CC(=O)Nc1ccccc1C(F)(F)F)C(=O)CCc1nc2ccccc2c(=O)[nH]1	-0.7	i	-7.6	-2.4	3.5	-2.6	i	1.8	1.9	3.5
O=C(CN1C(=O)NC(c2ccccc2)(c2ccccc2)C1=O)NCCc1ccc(F)cc1	-0.4	i	-6.7	-4.6	-0.9	-2.0	i	-8.6	1.7	-3.7
COc1ccc(N/C=C/C(=O)c2ccc(OC)c(OC)c2)cc1	-0.1	i	-3.3	-9.1	-5.9	0.8	i	-5.8	-3.5	-3.5
CCOC(=O)CCNC(=O)Nc1cc2nc(C)n(Cc3cccc(Cl)c3)c2nc1C	-1.1	i	-9.0	2.2	2.3	1.3	i	-4.8	0.6	-0.3
Cn1ccnc1SCC(=O)c1ccc(OC(F)F)cc1	-0.6	i	-3.4	0.7	1.7	-0.9	i	-1.0	0.2	-0.2
COC(=O)c1cc(C)sc1NC(=O)CCc1ccccc1	-0.2	i	-14.4	0.7	-5.7	1.6	i	0.0	2.5	-12.3
Cc1ccc(-c2csc(/C=C3/SC(C)C(=O)N3CC(=O)Nc3ccccc3F)n2)cc1 (stereo not given)	2.1	i	-1.0	-3.2	3.6	1.2	i	5.7	4.3	21.6
COc1ccc(NS(=O)(=O)c2ccc3c(c2)oc(=O)n3C)c(OC)c1	-0.9	i	-8.0	3.7	-2.7	2.9	i	0.5	-0.9	-2.7

Four of these compounds, set out differently.
Values run as follows: LMPTP inh	Neddyl block	Scp1 inh	SUMO1-SIM PPI	CSN inh	STEP block	Rpn11 block	DNMT1 inh	Rin1 Abl inh	NadD inh
CCOC(=O)CCNC(=O)Nc1cc2nc(C)n(Cc3cccc(Cl)c3)c2nc1C
 : -1.1	i	-9.0	2.2	2.3	1.3	i	-4.8	0.6	-0.3
Cn1ccnc1SCC(=O)c1ccc(OC(F)F)cc1
 : -0.6	i	-3.4	0.7	1.7	-0.9	i	-1.0	0.2	-0.2
COC(=O)c1cc(C)sc1NC(=O)CCc1ccccc1
 : -0.2	i	-14.4	0.7	-5.7	1.6	i	0.0	2.5	-12.3
Cc1ccc(-c2csc(/C=C3/SC(C)C(=O)N3CC(=O)Nc3ccccc3F)n2)cc1 (stereo not given)
 : 2.1	i	-1.0	-3.2	3.6	1.2	i	5.7	4.3	21.6

More results:
SMILES	LMPTP inh	Neddyl block	Scp1 inh	SUMO1-SIM PPI	CSN inh	STEP block	Rpn11 block	DNMT1 inh	Rin1 Abl inh	NadD inh
COc1cc2c(cc1OC)C(c1cc3ccc(C)cc3[nH]c1=O)N(C(=O)c1ccco1)CC2 (stereo not given)	0.7	i	-3.0	1.6	4.8	2.6	i	1.9	1.8	3.3
O=C(CSCc1cc(=O)n2ccsc2n1)Nc1ccc(F)cc1	-0.2	i	-2.5	4.0	-1.3	0.2	i	1.9	-3.4	1.1
CCOC(=O)C(Cc1ccc(OC)c([N+](=O)[O-])c1)NC(=O)CCC(=O)Nc1ccc(OC)cc1 (stereo not given)	4.3	i	5.3	-4.5	-0.4	1.2	i	6.6	8.6	2.2
Cc1c(C(=O)NCc2ccco2)sc2nc(-c3ccccc3)cn12	0.4	i	-3.9	5.6	9.0	1.3	i	1.2	-0.2	-1.9
O=C(O)C1Nc2c(O)cccc2C2C=CCC12 (stereo not given)	74.4*	i	70.9*	26.1	63.3	16.5	.	102.9*	20.5*	40.4*
Cc1cc(C(F)(F)F)n(-c2nc(C(=O)NNS(=O)(=O)c3ccccc3)cs2)n1	-0.7	i	-3.3	21.7	0.0	2.3	i	-0.6	-3.3	0.4
CCc1cccc(C)c1NC(=O)c1ccc2c(c1)CCN2S(C)(=O)=O	0.3	i	-6.0	0.1	-1.2	-2.3	i	0.7	3.9	-6.1
CCN(CCn1cccn1)C(=O)CCc1nnc(C2(c3ccc(Cl)cc3)CCC2)o1	0.1	i	-5.0	-1.6	0.7	-2.3	i	0.0	1.3	-1.2
CC(C)[C@H](NC(=O)c1ccco1)C(=O)OCC(=O)c1ccc2c(c1)NC(=O)CO2	5.7	i	-1.2	2.4	-3.7	2.0	i	-2.6	2.5	2.6
C=CCN1C(=O)C(C(C)CC)NC1=S (stereo not given)	-0.1	i	2.8	0.0	-0.6	-0.6	i	0.1	-0.8	-6.8
CCc1ccc(OCC(=O)N(C)C2CCS(=O)(=O)C2)cc1 (stereo not given)	-0.2	i	-2.6	1.1	3.6	-2.8	i	-1.6	0.1	3.5
COc1ccc(CCNC(=O)CO/N=C/c2cc3c(cc2Br)OCO3)cc1OC	-0.2	i	-6.9	-3.7	-5.0	-6.4	i	-3.9	0.0	-4.0
Cc1ccc(CS(=O)(=O)CCC(=O)NCCC2=CCCCC2)cc1	-1.5	i	-4.9	-0.5	-8.0	-3.4	i	0.3	0.0	-10.5
CCCCCOc1cccc(C2C(C(=O)c3cccs3)=C(O)C(=O)N2CCN2CCOCC2)c1 (stereo not given)	-0.1	i	-10.8	-4.5	6.0	1.0	i	-3.5	-5.2	20.9
O=C(NNC(=O)C1CCN(S(=O)(=O)c2cccc(C(F)(F)F)c2)CC1)C1CC1	0.4	i	-4.1	0.7	-2.8	-1.7	i	2.2	-1.9	0.7

One compound at a time, as listed above. Order of screens: LMPTP inh	Neddyl block	Scp1 inh	SUMO1-SIM PPI	CSN inh	STEP block	Rpn11 block	DNMT1 inh	Rin1 Abl inh	NadD inh
`Cc1cc(C(F)(F)F)n(-c2nc(C(=O)NNS(=O)(=O)c3ccccc3)cs2)n1` is entered as -0.7	i	-3.3	21.7	0.0	2.3	i	-0.6	-3.3	0.4
`CCc1cccc(C)c1NC(=O)c1ccc2c(c1)CCN2S(C)(=O)=O` is entered as 0.3	i	-6.0	0.1	-1.2	-2.3	i	0.7	3.9	-6.1
`COc1cc2c(cc1OC)C(c1cc3ccc(C)cc3[nH]c1=O)N(C(=O)c1ccco1)CC2` (stereo not given) is entered as 0.7	i	-3.0	1.6	4.8	2.6	i	1.9	1.8	3.3
`O=C(NNC(=O)C1CCN(S(=O)(=O)c2cccc(C(F)(F)F)c2)CC1)C1CC1` is entered as 0.4	i	-4.1	0.7	-2.8	-1.7	i	2.2	-1.9	0.7
`Cc1c(C(=O)NCc2ccco2)sc2nc(-c3ccccc3)cn12` is entered as 0.4	i	-3.9	5.6	9.0	1.3	i	1.2	-0.2	-1.9
